Source: PubChem BioAssay
HSF1 inhib = HSF1 inhibition; activity change, negative = inhibition, % at 7.5 µM (by protocol); NIH3T3-HGL HSE-luciferase, MG132-induced, luminescence 8 h; stronger effect = lower value; 300,000 compounds, 0.77% hits;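 active = more than half of replicate wells show activity change below -50%, luminescence cut by over half; inconclusive = some wells, but at most half, below -50%; inactive = no replicate well below -50%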;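 also: luciferase reports HSF-1 transcriptional activity via heat shock element; 0% = median of DMSO wells and -100% = zero luminescence signal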
Platelet DG rel = platelet dense granule release activity; human platelet-rich plasma, SFLLRN dense granule ATP release, luminescence; AID 1663; inhibition, %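 (compounds screened at 7.5 µM in platelet-rich plasma)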; 300,000 compounds, 0.22% hits;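 active = mean replicate score, as percent of positive control, at or above 50; inconclusive = mean below 50 but at least one replicate at or above 50; inactive = mean and every replicate below 50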
KLF5 inh = suppresses KLF5 promoter-driven expression; AID 1700; 290,000 compounds, 0.23% hits; DLD-1 KLF5 promoter-luciferase reporter, luminescence; inhibition, % at 5 µM;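 active = inhibition above a per-plate limit of that plate's mean compound inhibition plus 3 SD, cut at about 60% in these data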;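 also: 0% = DMSO wells and 100% = LY294002 at 200 µM; higher means less KLF5 promoter-driven luciferase light; inactives centre near -14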
Dyrk1A ADPGlo = Dyrk1A (rat) kinase inhibition; inhibition, % at 12.5 µM; 310,000 compounds, 0.43% hits; ADP-Glo luminescence, NFATc1 peptide; in the data active = inhibition above about 50%;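 also: plate controls were vehicle with enzyme for no effect and no enzyme for full effect; many of its hits are not listed in these tables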
GSK3beta inhib = blocks human GSK3beta kinase activity; P49841; GST-GSK3beta kinase, ADP-Glo luminescence, 60 min; stronger effect = lower value; activity score (negative = inhibition), % at 10 µM; 300,000 compounds, 0.038% hits; AID 2097;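 active = more than half of replicate wells score below -50%, meaning over 50% inhibition versus plate controls; inconclusive = some replicates but at most half score below -50%; inactive = no replicate scores below -50%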;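 also: 0% = median DMSO wells and -100% = median GW8510 positive control wells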
Target sequence (P49841 whole entry, looked up): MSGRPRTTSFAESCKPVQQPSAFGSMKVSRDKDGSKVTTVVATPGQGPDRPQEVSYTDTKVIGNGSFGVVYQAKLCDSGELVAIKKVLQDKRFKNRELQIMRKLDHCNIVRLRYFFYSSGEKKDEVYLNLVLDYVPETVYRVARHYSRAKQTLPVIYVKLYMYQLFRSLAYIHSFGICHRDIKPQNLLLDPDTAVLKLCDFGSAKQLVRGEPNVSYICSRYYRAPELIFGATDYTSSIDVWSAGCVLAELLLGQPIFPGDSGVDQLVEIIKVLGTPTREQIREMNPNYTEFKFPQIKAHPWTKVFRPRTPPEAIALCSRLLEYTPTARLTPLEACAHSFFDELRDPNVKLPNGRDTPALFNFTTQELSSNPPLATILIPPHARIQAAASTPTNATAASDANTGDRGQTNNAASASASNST
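test system = GST-tagged human GSK3beta kinase, cell-free | reagent = 25 µM ATP with peptide substrate | dosing = one dose of 10 µM per compound | schedule = 60 min reaction, RT | detection = luminescent ADP-Glo measurement of ADP formed | control set = DMSO neutral wells and GW8510 at 20 µM as positive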
GSK3A inh = human GSK-3 alpha kinase inhibition. P49840. ADP-Glo luminescence, 60 min. inhibition, % at 10 µM. 320,000 compounds, 0.1% hits;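 in the data active = inhibition above about 50%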;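 also: GST-tagged GSK-3 alpha with peptide substrate and 25 µM ATP; 0% = DMSO neutral wells and 100% = GW8510 positive control wells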
Target sequence (P49840 whole entry, looked up): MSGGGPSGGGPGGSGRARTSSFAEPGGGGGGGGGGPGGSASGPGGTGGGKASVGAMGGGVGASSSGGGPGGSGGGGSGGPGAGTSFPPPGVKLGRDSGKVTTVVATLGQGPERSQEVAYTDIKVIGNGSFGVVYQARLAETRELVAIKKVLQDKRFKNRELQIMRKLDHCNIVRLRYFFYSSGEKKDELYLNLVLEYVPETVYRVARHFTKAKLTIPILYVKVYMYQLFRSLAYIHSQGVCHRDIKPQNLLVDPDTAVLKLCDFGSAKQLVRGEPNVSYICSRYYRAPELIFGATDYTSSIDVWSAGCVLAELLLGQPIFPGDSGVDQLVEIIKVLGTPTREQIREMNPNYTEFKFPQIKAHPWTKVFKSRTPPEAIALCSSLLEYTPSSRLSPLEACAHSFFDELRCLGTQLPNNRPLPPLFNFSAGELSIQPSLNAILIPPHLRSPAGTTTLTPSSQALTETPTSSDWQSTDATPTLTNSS
HSF-1 act = increases HSF-1 driven luciferase reporter signal. NIH3T3-HGL HSF-1 luciferase reporter, MG132, 8 h; 100% = twice DMSO control signal. activation, % at 9 µM. 300,000 compounds, 1.7% hits. AID 504408;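 active = mean replicate activation of at least 50% with a set share of replicates each reaching 50%; inconclusive = only one of those two conditions met; inactive = mean below 50% and too few replicates reaching it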;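 also: 0% = median of the neutral control wells and 100% = twice that signal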
HSP90 inh = inhibitors of HSP90 luciferase refolding in rabbit reticulocyte lysate. inhibition, % at 5.6 µM. luciferase refolding luminescence, 3 h. 290,000 compounds, 0.91% hits. AID 1789;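 active = inhibition above the screen-wide mean plus 3 SD, computed separately per campaign, cut at about 16% in these data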;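 also: 0% = DMSO wells and 100% = 60 µM geldanamycin wells; inhibitors lower the luminescence because luciferase stays unfolded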
IEC-6 cytotox = counter-screen for KLF5 inhibitors: cytotoxicity in IEC-6 cells. IEC-6 cytotoxicity, luminescence viability. inhibition, % at 5 µM. 290,000 compounds, 0.78% hits; in the data active = inhibition above about 22%;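 also: 0% = plate median of test compound wells and 100% = cytotoxic reference compound wells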
aSyn UTR inh = MLPCN primary screen, SNCA 5' untranslated region; AID 1813; alpha-synuclein 5'UTR reporter, inhibitor activity; inhibition, % (tested at 7.5 µM); 300,000 compounds, 0.82% hits; in the data active = inhibition above about 60%; inconclusive = no clear call, values can overlap the other calls;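 also: H4 neuroglioblastoma cells stably carrying SNCA 5'UTR luciferase fusion; 0% = DMSO wells and 100% = positive control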
The depositor's hits bear a star; ? = inconclusive; . = not tested or not shown. An excerpt; count on the stated rates, not on these rows.

SMILES	HSF1 inhib	Platelet DG rel	KLF5 inh	Dyrk1A ADPGlo	GSK3beta inhib	GSK3A inh	HSF-1 act	HSP90 inh	IEC-6 cytotox	aSyn UTR inh
COc1ccc(OCCNc2cc(Cl)ccc2[N+](=O)[O-])cc1	1	-7	-51	-1	-1	-2	-5	3	2	-45
NNC(=O)COc1ccc(C2SCCS2)cc1	4	0	-12	.	0	2	29	3	1	9
Cc1ccc(-c2csc3ncnc(SCC(=O)Nc4nnc(C)s4)c23)cc1	-5	-1	8	-1	1	-2	8	0	0	-12
COCCNC(=O)C(c1ccc(C)cc1)N(C(=O)CCC(=O)Nc1ccccn1)C1CCCCC1 (stereo not drawn)	-1	2	-15	-3	0	-2	-3	-3	-4	14
O=C(O)COc1ccccc1/C=N/NC(=O)CN1CCN(Cc2ccc(Cl)cc2)CC1	0	-2	-4	-1	1	-3	0	1	-8	7
Cn1nnc2cc(C(=O)NCc3ccc4c(c3)OCO4)ccc21	-2	0	-1	-6	-5	-2	8	1	2	-4
CCCC(C)c1nnc(NC(=O)C2CC(=O)N(CCc3ccc(F)cc3)C2)s1 (stereo not drawn)	10	8	-31	-5	5	4	5	-1	-1	-3
CCN1CCCC1CNC(=O)CSc1cc(=O)n(CC)c2ccccc12 (stereo not drawn)	10	-16	11	-6	0	1	19	2	7	5
Clc1nc(NC2CCCC2)nc(N2CCOCC2)n1	-8	-4	-4	-1	-1	-2	-5	-4	-3	16
Cc1ccc(OCC(=O)NCCCNC(=O)c2ccco2)cc1	0	2	-3	4	.	-1	-1	-2	4	12
COc1ccc([N+](=O)[O-])cc1NC(=O)CCc1ccccc1	-1	16	-21	-2	4	-2	-1	3	-6	15
N#CC1CCN(C(=O)c2ccc3c(Cl)c4c(nc3c2)CCCC4)CC1	15	-10	-20	3	3	-1	21	-5	2	-16
O=C(CNC(=O)C(c1ccccc1)c1ccccc1)OCc1ccccc1	2	5	5	-2	4	-2	9	2	-4	15
Cc1ccc(N=Cc2c(O)n(-c3cc(Cl)ccc3N3CCOCC3)c(=O)c3ccccc23)cc1C	3	5	-32	-3	2	-1	0	2	3	8
CCOc1ccccc1C(=O)n1nc(C)cc1C	3	.	-37	-1	-8	0	-1	1	-2	-2
O=C(N/C(=C\c1ccc(Cl)cc1)C(=O)N1CCOCC1)c1ccco1	-1	-1	-17	6	-3	-2	9	-2	-5	-8
NNC(=O)CCN1CCN(Cc2ccccc2)CC1	1	12	1	-8	1	-4	4	0	-4	2
CCCSCCCNC(=O)c1cc2c(s1)CS(=O)(=O)C2	1	6	-3	6	8	-1	-10	6	3	11
COc1ccc(OCc2cc(C(=O)N(Cc3nccn3C)C(C)C)no2)c2ccccc12	32	-9	-87	-2	2	0	48	-2	6	-70
COc1cc(Cl)c(C)cc1NC(=O)CSc1ccc(C)cc1	38	-5	-2	2	-10	-1	80*	-4	-2	-25
COc1ccc(C(=O)Nc2ccnn2C2CCN(C(=O)C3CCOC3)CC2)cc1 (stereo not drawn)	0	5	-52	0	2	0	19	-1	-1	-22
COc1ccc(OC)c(C2(O)CSC(=Nc3cccnc3)N2Cc2ccco2)c1 (stereo not drawn)	10	-6	-6	0	-2	-1	17	4	6	-10
Nc1nc(F)cc(NCc2ccccc2)n1	0	-3	-7	1	0	-2	-4	-2	-2	0
O=C(Nc1ccc(Oc2ccccc2)cc1)C1CCN(c2c3c(nc4ncnn24)CCC3)CC1	2	-4	-4	5	-2	-2	12	3	2	29
Cc1ccc(N2CC(C(=O)Nc3nnc(C(C)C)s3)CC2=O)cc1 (stereo not drawn)	-3	1	-17	4	-1	3	3	1	0	1
CN(CC(=O)Nc1ccc(Cl)cc1)C(=O)Cc1c(F)cccc1Cl	-9	8	-21	4	0	-3	-3	2	-1	20
CC(C)(C)C(=O)/C=C/Nc1ccccc1O	7	0	-70	-1	3	-2	20	6	2	-56
CC1CCN(C(=O)c2[nH]cnc2C(=O)N[C@@H](CCCCNC(=O)OC(C)(C)C)C(=O)OC(C)(C)C)CC1	0	4	.	-2	4	-2	-1	.	.	-7
C/[N+]([O-])=C/c1c(OCc2ccc(Cl)cc2Cl)ccc2ccccc12	13	0	8	3	-1	1	18	0	-1	-72
CN(Cc1nc(Cc2ccccc2F)no1)Cc1cccc2ncccc12	-4	6	-15	-1	-2	-2	-2	5	3	6
N#CC(=C1Nc2ccccc2N1)S(=O)(=O)c1ccccc1	-2	5	-11	0	-1	1	5	-3	1	-5
O=C(Oc1ccccc1)c1cccc(N2C(=O)CCC2=O)c1	0	-7	-21	.	-2	-1	14	1	2	-30
COc1ccc(CCn2nc(C)c([N+](=O)[O-])c2C)cc1	36	-10	-136	.	-3	0	?	-4	-2	-101
CC(C)C(NC(=O)C1CCCCC1)C(=O)N1CCN(c2ccc(F)cc2)CC1 (stereo not drawn)	-2	4	-2	0	-1	1	2	4	1	20
Cc1cc(C)cc(N(CC(=O)NCCSCc2ccccc2)S(C)(=O)=O)c1	3	6	14	-4	5	-2	11	2	13	12
COc1ccc(C(=O)Nn2c(SCC(=O)c3ccc(Cl)cc3)nc3ccccc3c2=O)cc1	-71*	3	-76	-8	2	1	-75	77*	8	41
Cc1ccc(S(=O)(=O)CCC(=O)Nc2nc(-c3cccnc3)cs2)cc1	-26	-9	-20	-1	0	0	-40	-1	-10	-16
CN1CCN(CCc2nc3cc(NC(=O)COc4ccccc4)ccc3n2C)CC1	26	0	6	-8	-3	0	28	2	2	-11
N#Cc1c(-c2cccc(Cl)c2)[nH]c(=S)[nH]c1=O	-6	-6	5	1	-6	6	-16	2	5	-7
O=C(Nc1cccc2ncccc12)c1ccccc1Cl	8	0	3	.	-2	4	21	8	7	-11
O=C(CNC(=O)c1ccccc1F)c1ccc(Br)cc1	20	8	-157	6	-7	0	45	-1	-4	-98
CCn1c2ccccc2c2cc(N)ccc21	-9	4	1	7	0	.	5	2	1	23
COc1ccc(CNC(=O)CCCCCn2c(SCC#N)nc3cc4c(cc3c2=O)OCO4)cc1	0	-7	-13	-7	1	0	0	2	-4	-4
COC(=O)c1sc(NC(=O)CSc2nc3nc(C)cc(C)n3n2)c(C(=O)OC)c1C	-3	4	.	-5	0	-3	12	.	.	-9
C(=N\c1ncnc2sccc12)/NOCc1ccccc1	-11	6	1	17	2	-2	-4	3	-2	-27
O=C(CSc1n[nH]c(=O)n1Cc1ccco1)Nc1ccccc1	-10	3	-21	.	1	0	-21	3	15	5
Cc1ccc(OCc2ccc(C(=O)Nc3c(C)nn(Cc4c(F)c(F)c(F)c(F)c4F)c3C)o2)c([N+](=O)[O-])c1	.	1	7	0	2	-1	.	4	14	.
O=C(CNc1ccccc1)N/N=C/c1cn(-c2ccccc2)nc1-c1ccccc1	22	-11	-41	0	3	0	47	-1	-14	-41
COC(=O)/C=C1/SC(=NC(=O)c2ccc(Cl)cc2)NC1=O	6	1	.	-7	5	-2	1	.	.	18
CC(=O)NC1(C(F)(F)F)C(=O)N(Cc2ccccc2)C2=C1C(=O)CC(C)(C)C2 (stereo not drawn)	0	-1	2	1	-2	-1	7	3	-1	6
O=C(c1cc(-c2ccc(O)cc2)on1)N1CCN(c2ccccc2)CC1	-1	1	-22	6	1	0	30	-5	0	-23
CCOCCCN(C(=O)Cn1nnc(-c2ccc(OC)c(OC)c2)n1)C(CC)C(=O)NC1CCCC1 (stereo not drawn)	0	7	2	.	1	0	11	-4	-3	19
Cc1cc2c(cc(C(=O)OCC(=O)NCc3ccco3)n2C)s1	1	0	16	-3	0	0	9	-4	12	-14
Nc1ccc(C(=O)OCC(=O)Nc2cc([N+](=O)[O-])ccc2F)cc1	.	25	-18	5	-2	-3	.	-1	0	-54
CCc1nnc(NC(=O)CSc2nnc(-c3ccccc3O)n2-c2ccc(C)cc2)s1	8	-2	-8	-1	1	-1	-7	-1	-5	-33
CC(C)(NO)/C(=N/O)c1cccs1	-6	-6	5	-6	2	0	-3	0	-5	-7
C=CCn1c(NC(=O)c2ccccc2)nc2ccccc21	10	-2	-42	-5	-1	-1	35	-3	13	-27
Cc1ccc(/C=C/S(=O)(=O)NCc2ccc(F)cc2)cc1	-2	-8	-26	1	-5	1	18	4	3	6
CC(C)N(C(C)C)S(=O)(=O)c1ccc(N2CCc3ccccc3C2)nc1	67	-10	-67	0	3	0	130*	8	11	-150
Cc1onc(C(=O)Nc2sc3c(c2C(N)=O)CCCC3)c1[N+](=O)[O-]	6	13	-24	7	3	-1	4	0	7	-42

(further entries)
SMILES	HSF1 inhib	Platelet DG rel	KLF5 inh	Dyrk1A ADPGlo	GSK3beta inhib	GSK3A inh	HSF-1 act	HSP90 inh	IEC-6 cytotox	aSyn UTR inh
O=C(CSc1ncnc2c1cnn2-c1ccc(F)cc1)NCc1ccc2c(c1)OCO2	-6	-9	-18	-1	-1	3	-1	-2	-8	11
COc1ccc(NC2=Nc3ccccc3CC2)cc1	-1	11	-31	.	-1	2	34	1	-4	-137
C=CCOc1ccc(C2C(C#N)=C(N)N(Nc3ccccc3)C3=C2C(=O)CCC3)cc1OC (stereo not drawn)	18	-3	-11	3	-7	-2	44	0	2	-60
CCn1c(=O)c2c(nc3n2CCCN3Cc2ccccc2)n(C)c1=O	2	0	-39	-2	1	-1	4	-3	-6	17
CCOC(=O)N1CCN(C(=O)CN(c2ccccc2OC)S(=O)(=O)c2ccc(C)cc2)CC1	-32	10	-28	5	-1	-2	-31	0	0	-2
COc1ccccc1N1CCN(C(c2ccccn2)c2nnnn2C2CCCCC2)CC1 (stereo not drawn)	5	-4	5	2	1	-12	13	-1	1	-10
Cc1ccc(CS(=O)(=O)c2ncc(Cl)c(C(=O)Nc3nnc(C)s3)n2)cc1	-63*	-6	25	-2	4	.	-63	9	84*	-37
CCN(CC)S(=O)(=O)c1ccc(N2CCCCC2)c(NC(=O)C2CCN(C(=O)c3ccc(F)cc3)CC2)c1	7	4	.	16	4	-2	-1	.	.	-12
CC1CC(C)(C)NC(=S)N1CCC(=O)N1CCN(c2ccccc2)CC1 (stereo not drawn)	8	-5	-16	.	1	-1	0	1	-6	23
CCCOc1ccc(C(=O)NCCC(=O)NCCCC(=O)OCC)cc1	3	-7	8	-2	1	0	6	3	2	13
CCc1ccccc1NC(=O)C1(S(=O)(=O)c2ccc(C)cc2)CC1	-5	4	5	-4	0	1	2	-1	-2	7
COc1ccc(-n2nnc3c(=O)n(CC(=O)Nc4cc(C)on4)cnc32)cc1	-3	-3	-13	8	-4	-1	-3	9	8	2
CC(C)OC(=O)CN1CCN(S(=O)(=O)c2cc(Cl)ccc2Cl)CC1	.	.	-27	-6	.	0	.	0	0	.
O=C(NCc1ccc(Cl)cc1)N1CCN(S(=O)(=O)c2ccccc2)CC1	2	-6	15	-1	-1	-1	-13	38*	-3	-3
O=C(NCCCn1ccnc1)c1ccc(S(=O)(=O)N2CCCCCC2)cc1	5	2	-3	-15	3	-1	33	0	-4	-9
O=C(COC(=O)/C=C/c1ccc(OC(F)F)cc1)NC1CCCCCCC1	-3	1	.	2	-2	-2	9	.	.	6
